Nrf2 ARE act: activates Nrf2 signaling | AID 624171 | Potency, µM (series often up to 46.1 µM), for inactives: at the top dose activation, most hits filed as activators | hit rate 0.31% among 410,000 | AREc32 ARE-luciferase reporter (MCF7-derived line), luminescence, 24 h; note: potency is the fitted concentration of half-maximal effect; % of control where 0% means no effect; nearly all actives have a fitted effect of over 65% in size
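AREc32 cells carrying an ARE-driven firefly luciferase, 1000 cells/well in OPTI-MEM with 5% FBS, dosed after overnight attachment and incubated 24 hr at 37 deg C. Steady-Glo luminescence read after 30 min at RT.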
EPAC2 ag: agonists of human EPAC2 (RAPGEF4) | Q8WZA2 | EPAC2 activation, biochemical qHTS; response scale: 100% = 6.5 mM cAMP response | Potency, µM (highest dose often 154 µM), without a hit: at the highest dose activation, most hits filed as activators | hit rate 0.079% among 360,000 | AID 720711; note: potency is the fitted concentration of half-maximal effect; nearly all actives have a fitted effect of over 50% in size
Target sequence (Q8WZA2 whole entry, looked up): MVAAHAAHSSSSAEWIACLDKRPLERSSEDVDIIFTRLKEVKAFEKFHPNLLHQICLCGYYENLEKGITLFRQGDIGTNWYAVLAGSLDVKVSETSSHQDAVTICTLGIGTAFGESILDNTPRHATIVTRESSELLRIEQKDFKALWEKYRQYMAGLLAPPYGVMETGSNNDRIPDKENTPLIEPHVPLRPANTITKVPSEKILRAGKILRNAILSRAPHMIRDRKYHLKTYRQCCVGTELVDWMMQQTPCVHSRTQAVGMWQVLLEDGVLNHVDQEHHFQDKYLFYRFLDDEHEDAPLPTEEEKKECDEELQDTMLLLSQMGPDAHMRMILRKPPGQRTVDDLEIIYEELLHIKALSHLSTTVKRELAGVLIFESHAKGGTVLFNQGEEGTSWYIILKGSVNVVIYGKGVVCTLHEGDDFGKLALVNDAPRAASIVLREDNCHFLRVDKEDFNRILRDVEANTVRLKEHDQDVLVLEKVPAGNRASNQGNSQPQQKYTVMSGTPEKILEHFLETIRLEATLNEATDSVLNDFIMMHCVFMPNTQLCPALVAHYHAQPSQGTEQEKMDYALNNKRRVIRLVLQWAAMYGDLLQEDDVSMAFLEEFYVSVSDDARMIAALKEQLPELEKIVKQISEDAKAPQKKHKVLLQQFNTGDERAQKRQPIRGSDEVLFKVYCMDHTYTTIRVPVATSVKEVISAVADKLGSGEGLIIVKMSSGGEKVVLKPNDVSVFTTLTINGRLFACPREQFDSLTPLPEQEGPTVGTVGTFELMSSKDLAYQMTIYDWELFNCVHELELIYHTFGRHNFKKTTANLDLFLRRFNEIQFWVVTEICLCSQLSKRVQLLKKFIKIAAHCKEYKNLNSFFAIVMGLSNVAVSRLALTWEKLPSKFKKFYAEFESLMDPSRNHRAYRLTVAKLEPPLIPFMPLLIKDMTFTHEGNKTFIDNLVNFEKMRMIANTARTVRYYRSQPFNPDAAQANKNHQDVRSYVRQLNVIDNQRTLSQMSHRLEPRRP
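Fluorescence exchange assay: 100 nM EPAC2 with 250 nM RAP1B-BODIPY-GDP and 50 uM GDP; compounds tested as a concentration-titration series (qHTS). Loss of Rap1-bound BODIPY-GDP fluorescence read at 480/540 nm; data normalized to 6.5 mM cAMP.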
IL-2 act: activators of IL-2; IL-2 activation reporter assay, cell-based qHTS; stimulated with anti-CD3/CD4/CD28 beads; in transgenic mouse T cells; activation, % (series mostly up to about 46 µM); hit rate 0.065% among 360,000; AID 652025; in the data active = activation above about 50%; inconclusive = mostly about 30% to 49%; note: 0% is about no effect
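EGFP and DsRed fluorescence is measured by plate cytometry in unstimulated transgenic mouse T cells exposed to compound for 60 minutes, then stimulated 18 hours at 37 degrees C with anti-CD3/anti-CD4 beads plus anti-CD28.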
Nrf2 inh: inhibitors of Nrf2 signaling. A549 ARE-Fluc reporter, luciferase luminescence, 18-24 h. Potency, µM (titrated, usually from 46 µM), for the others: at the top dose activity change, negative = inhibition, hits mostly inhibitors. hit rate 2.1% among 360,000. AID 504444; note: potency is the fitted concentration of half-maximal effect; % is set by controls: 0 for no effect and ±100 for the full control effect; nearly all actives have a fitted effect of over 60% in size
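A549 ARE_Fluc cells (5000/well, 5% FBS OPTI-MEM) pre-incubated 2 h, then treated with compounds 18-24 h at 37C/5% CO2 in concentration-response. CellTiter-Fluor viability read first; BugLite luciferase luminescence after 15 min at room temperature gives Nrf2 activity.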
TGFb inhibitor: TGF-b pathway inhibition | HepG2 CAGA-GFP TGF-b/SMAD3 reporter, GFP fluorescence, 18 h; TGF-beta stimulated, 500 pg/mL final | Potency, µM (doses to about 46.1 µM), inactives show at the highest dose activity, negative = inhibition, actives largely listed as inhibitors | hit rate 1.2% among 410,000; note: potency is the fitted concentration of half-maximal effect; % is set by controls: 0 for no effect and ±100 for the full control effect; nearly all actives have a fitted effect of over 65% in size
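Cell-based qHTS in HEPG2 carrying a CAGA-GFP Smad reporter; compounds added before 500 pg/mL final TGF-beta, 18 h incubation at 37 degrees C, GFP fluorescence quantified per cell by imaging cytometry.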
HepG2 viability: HepG2 cytotoxicity, counter-screen for TGF-b inhibitors. HepG2 CAGA-GFP viability, ATP luminescence, 18 h. Potency, µM (top dose mostly 46.1 µM), without a hit: at the highest dose activity change, negative = cytotoxicity, usual class: cytotoxic. hit rate 0.76% among 410,000. AID 588856; note: potency is the fitted concentration of half-maximal effect; some results filed as inactive show a strong effect at the top dose
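HepG2 CAGA-GFP cells (1000/well, DMEM with 1% FBS) received compound, then TGF-beta at 500 pg/mL final, and were incubated 18 hours at 37 degrees C. Viability was read by CellTiter-Glo luminescence. Media-only wells were set as complete cell-killing and DMSO as no toxicity.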
ATXN2 expr inh: ATXN2 expression inhibition; HEK-293 ATXN2-luciferase reporter, luminescence, 24 h; AID 1745845; hit rate 0.72% among 360,000; Potency, µM (titrated, usually from 57 µM), without a hit: at the highest dose activity change, negative = inhibition, actives largely listed as inhibitors; note: potency is the fitted concentration of half-maximal effect; % is set by controls: 0 for no effect and ±100 for the full control effect; nearly all actives have a fitted effect of over 55% in size
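ATXN2-luciferase reporter cells (luciferase flanked by upstream and downstream ATXN2 gene portions) were treated 24 h at 37 °C with compounds at up to 57 uM. SteadyGlo luminescence gave expression; GF-AFC fluorescence gave viability.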
A549 viability: counter-screen for Nrf2 inhibitors: cytotoxicity in A549 cells; A549 ARE-Fluc cells, CellTiter-Fluor viability, 18-24 h; Potency, µM (titrated, usually from 46 µM), for the others: at the highest dose activity change, negative = cytotoxicity, usual class: inhibitors; hit rate 0.16% among 390,000; note: potency is the fitted concentration of half-maximal effect; % is set by controls: 0 for no effect and ±100 for the full control effect
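Cytotoxicity counterscreen: CellTiter-Fluor fluorescence was measured in A549 ARE_Fluc cells after 18-24 h of compound exposure in a concentration series. The subsequent BugLite luminescent read reports ARE-luciferase activity.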
S2 tox: reduces viability in counter-screen for ATXN expression inhibitors | Potency, µM (highest dose often 56.7 µM), usual class: cytotoxic | hit rate 0.49% among 400,000 | S2 cells (HEK-293 line with an ATXN2-luciferase reporter) viability, CellTiter-Fluor protease fluorescence, 24 h; note: potency is the fitted concentration of half-maximal effect; nearly all actives have a fitted effect of over 40% in size
The depositor's hits bear a star; i = inactive; ? = inconclusive; / = not tested or not shown; & = joins results of further samples; [ ] = remark or other dose. Unless noted, calls come from the whole dose curve; as a rule, active = well fitted curve in the direction sought with a large enough effect; inconclusive = small, poorly fitted or top-dose-only effect, or another doubt; inactive = no such curve, though single readings can be large; an effect the other way counts as inactive or inconclusive.

structure	Nrf2 ARE act	TGFb inhibitor	HepG2 viability	Nrf2 inh	EPAC2 ag	ATXN2 expr inh	S2 tox	A549 viability	IL-2 act
Cn1cc(C(=O)c2ccc(Cl)cc2Cl)cc1C(=O)N/N=C(\N)COc1ccccc1	0.4%	7%	-10%	?	5%	0%	i	-11%	0.0
Cc1ccc(NC(=O)OCCN2CCN(Cc3ccccc3)CCC2=O)cc1C	0.6%	-17%	-16%	10%	-14%	-30%	i	-2%	-0.6
FC(F)(F)c1cccc(-c2nc3nc(Cl)c(Cl)nc3[nH]2)c1	34%	2.2µM*	-33%&-31%	?	5%	/	i	?	-1.4
Cc1ccc2nc(COC(=O)CNC(=O)c3ccccc3)cn2c1	-1.7%	0%	2%	1%	9%	-6%	i	-6%	-2.9
COc1ccc(C(=O)CSc2nnc(CNC(=O)c3ccco3)n2C)cc1	-0.4%	-13%	-16%	?	5%	-17%	?	-11%	-1.7
CC(C)n1c(SCC(=O)N2CCCC2)nc2c1c(=O)n(C)c(=O)n2C	0.5%	0%	-9%	?	7%	7%	i	5%	-3.3
NC(=O)c1ccc(Nc2ccc3nonc3c2[N+](=O)[O-])cc1	0.1%	19%	9%	-3%	1%	-8%	i	-19%	-0.4
CCOc1ccc(CN(CC)C(=O)c2ccc3c(c2)[nH]c(=O)c(=O)n3CC)cc1OC	0.3%	-10%	-3%	6%	6%	-14%	i	-2%	-1.0
Cc1ccc(NC(=O)N2CCCC(c3nc(-c4ccc(F)cc4)no3)C2)cc1 (stereo not drawn)	-0.5%	?	-14%	-18%	15%	2%	i	-3%	-3.8
COc1ccc(NC2CCCN(C(=O)COc3ccc(C)cc3)C2)cc1 (stereo not drawn)	-0.7%	4%	6%	12%	1%	7%	i	0%	-0.5
C[C@H]1CN(CCc2ccccc2)C(=O)[C@@H]1CC(=O)NCc1ccccc1	1.2%	8%&-3%	-2%&31%	?	4%	21%	i	-4%	-0.2
Cc1nn(C)cc1CN(C)C(=O)CCc1nnc(CCC2CCCCC2)o1	2.2%	2%	-2%	25%	15%	/	i	4%	-0.6
O=C(N/N=C/c1cccc([N+](=O)[O-])c1)C(=O)N1CCCCCC1	6.7%	-6%	-4%	-6%	6%	-13%	i	2%	-0.2
COc1ccc(C(=O)NCCCN2CCOCC2)cc1	0.6%	8%	5%	6%	1%	/	i	0%	0.8
Cc1cc(C)cc(OCC(=O)Nc2c(C)ccc3nsnc23)c1	3.7%	5%	-13%	-2%	/	-8%	i	-2%	/
Cc1ccc(C(=O)Nc2nnc(SCc3cc(=O)c4c(C)ccc(C)c4[nH]3)s2)cc1	6.2%	?	-11%	/	/	-3%	i	0%	/
O=C(CSc1nc(=O)n(Cc2cccnc2)c2c1CCC2)Nc1cccc(Cl)c1	1.4%	-9%	-1%	/	/	-5%	i	6%	/
COc1ccc(S(=O)(=O)N2CCC(C(=O)NCc3ccncc3)CC2)cc1	0.1%	-2%	-3%	0%	-3%	10%	i	-3%	-1.5
CCc1c(C)sc(NC(=O)CC#N)c1C#N	-0.2%	?	-17%	/	10%	-17%	i	14%	8.4
NC(=O)CCn1c2ccccc2c2ccccc21	0.1%	8%	2%	-10%	2%	/	i	1%	-3.8
COc1cccc(C(=O)Nc2ncc3c(n2)CC(C)(C)CC3=O)c1	3.7%	7%	-14%	?	-1%	12%	i	3%	-0.2
Cn1c(CC(=O)Nc2ccccc2Cl)nnc1SCC(=O)NC1CCCCC1	0.1%	4%	-8%	7%	4%	-2%	i	0%	1.1
CCCNC(=S)NCCN1CCCCC1	0.2%	37%[activator]	0%	6%	1%	1%	i	?	-1.5
O=C(NCCCNC(=O)c1ccccc1Br)c1ccccc1Br	-0.6%	11%	28%	-21%	5%	/	i	-12%	-1.4
Cc1ccc(Cl)c2sc(NC(=O)C3=COCCO3)nc12	25%	-1%	-31%	23%	5%	1%	i	5%	-0.6
COc1ccc(NC(=O)c2ccc(NCCCN3CCOCC3)c([N+](=O)[O-])c2)cc1	2.0%	-26%	-15%	-18%	1%	-10%	?	-17%	-5.8
COc1ccccc1-c1nnc(NC(=O)c2cccc(N3C(=O)CCC3=O)c2)o1	?	-4%	-20%	0%	1%	10%	i	0%	1.5
CCc1ccc(C(=O)CCC(=O)Nc2ccc(OC)c(S(=O)(=O)N3CCCCC3)c2)cc1	0.1%	-7%	-8%	-1%	-1%	2%	i	2%	-5.6
Cc1cc(C)c2nc(NC(=O)c3ccc([N+](=O)[O-])o3)sc2c1	?	18%	-18%	5%	6%	-14%	i	-14%	2.3
COCCN1C(=O)N(c2cccc(OC)c2)C(=O)C1CC(=O)Nc1ccc(Cl)cc1 (stereo not drawn)	0.6%	16%	6%	2%	0%	-2%	i	-8%	0.2

Complete entries, looked up by structure:
`CC(C)n1c(SCC(=O)N2CCCC2)nc2c1c(=O)n(C)c(=O)n2C` is listed as Nrf2 ARE act = 0.5%; TGFb inhibitor = 0%; HepG2 viability = -9%; Nrf2 inh = ?; EPAC2 ag = 7%; ATXN2 expr inh = 7%; S2 tox = i; A549 viability = 5%; IL-2 act = -3.3
`Cn1cc(C(=O)c2ccc(Cl)cc2Cl)cc1C(=O)N/N=C(\N)COc1ccccc1` is listed as Nrf2 ARE act = 0.4%; TGFb inhibitor = 7%; HepG2 viability = -10%; Nrf2 inh = ?; EPAC2 ag = 5%; ATXN2 expr inh = 0%; S2 tox = i; A549 viability = -11%; IL-2 act = 0.0
`Cn1c(CC(=O)Nc2ccccc2Cl)nnc1SCC(=O)NC1CCCCC1` is listed as Nrf2 ARE act = 0.1%; TGFb inhibitor = 4%; HepG2 viability = -8%; Nrf2 inh = 7%; EPAC2 ag = 4%; ATXN2 expr inh = -2%; S2 tox = i; A549 viability = 0%; IL-2 act = 1.1

(list continues)
structure	Nrf2 ARE act	TGFb inhibitor	HepG2 viability	Nrf2 inh	EPAC2 ag	ATXN2 expr inh	S2 tox	A549 viability	IL-2 act
CNc1cc(-c2cccc(C(=O)N3CCOCC3)c2)ncn1	0.4%	10%	-11%	/	13%	2%	i	/	2.7
COc1ccc(CCNC(=O)CS(=O)(=O)Cc2nc(-c3ccccc3Cl)oc2C)cc1OC	-0.2%	-22%	1%	-1%	0%	-1%	?	-3%	-2.6
Cc1[nH]c2ccccc2c1-c1csc(N)n1	-0.2%[9.22 µM]	-10%	-3%	?	2%	-4%	i	-1%	-1.7
Cc1oc(-c2ccc(Cl)cc2)nc1CN1CCC(C(=O)N2CCN(Cc3ccccc3)CC2)CC1	4.5%	-23%	-25%	10%	2%	?	?	3%	-2.6
O=C(COc1ccc(S(=O)(=O)Nc2ccc(Cl)cc2)cc1)N1CCOCC1	0.0%	?	-9%	?	-7%	-10%	i	-5%	-1.8
Cc1cc(C)c(S(=O)(=O)N2CCN(C(=O)C3COc4ccccc4O3)CC2)c(C)c1 (stereo not drawn)	0.3%	-20%	-23%	?	6%	-16%	?	-5%	-0.8
CC(C)=CCN1CCN(Cc2cnc(-c3ccccc3)s2)CC1CCO (stereo not drawn)	0.7%	-16%	-18%	4%	0%	/	i	0%	0.2
CCC(=O)N/C(=N\OCc1ccc(F)cc1)c1nonc1NC(=O)CC	2.5%	13%	-14%	8%	1%	4%	i	-1%	-1.4
CN1CCc2c(sc3c2C(=O)NC(c2ccc(-c4cccc(Cl)c4)o2)N3)C1 (stereo not drawn)	0.2%	34%[activator]	-30%	0%	0%	?	/	-3%	12
CC(C)c1ccc(S(=O)(=O)N2CCN(C(C)C(=O)NC3CCCC3)CC2)cc1 (stereo not drawn)	0.6%	-13%	-13%	-9%	6%	/	i	7%	1.7
COc1ccc(NC(=O)CN(C)C(=O)c2cn(-c3ccccc3)nc2-c2ccc(Cl)cc2)cc1	3.4%	?	-8%	?	25%	?	?	-16%	-1.1
Cc1ccc(NC(=O)COC(=O)CCNS(=O)(=O)c2c(Cl)cccc2Cl)cc1	0.2%	5%	-9%	-25%	2%	8%	i	4%	-0.2

Ordered by formula weight (rising): three of the compounds above.
structure	Nrf2 ARE act	TGFb inhibitor	HepG2 viability	Nrf2 inh	EPAC2 ag	ATXN2 expr inh	S2 tox	A549 viability	IL-2 act
CC(C)c1ccc(S(=O)(=O)N2CCN(C(C)C(=O)NC3CCCC3)CC2)cc1 (stereo not drawn)	0.6%	-13%	-13%	-9%	6%	/	i	7%	1.7
COc1ccc(NC(=O)CN(C)C(=O)c2cn(-c3ccccc3)nc2-c2ccc(Cl)cc2)cc1	3.4%	?	-8%	?	25%	?	?	-16%	-1.1
Cc1oc(-c2ccc(Cl)cc2)nc1CN1CCC(C(=O)N2CCN(Cc3ccccc3)CC2)CC1	4.5%	-23%	-25%	10%	2%	?	?	3%	-2.6

Sorted by value in TGFb inhibitor (smallest number first): some entries from above.
| Compound | Nrf2 ARE act | TGFb inhibitor | IL-2 act |
| --- | --- | --- | --- |
| COc1ccc(CCNC(=O)CS(=O)(=O)Cc2nc(-c3ccccc3Cl)oc2C)cc1OC | -0.2% | -22% | -2.6 |
| Cc1cc(C)c(S(=O)(=O)N2CCN(C(=O)C3COc4ccccc4O3)CC2)c(C)c1 (stereo not drawn) | 0.3% | -20% | -0.8 |
| CC(C)=CCN1CCN(Cc2cnc(-c3ccccc3)s2)CC1CCO (stereo not drawn) | 0.7% | -16% | 0.2 |

Assay outcomes deposited in PubChem BioAssay by National Center for Advancing Translational Sciences (NCATS).

This is a random part of the collection; any-hit rate near 4.3%.
